# RGS12 GoLoco inh = blocks human Gai1 binding to RGS12 GoLoco peptide, red readout | P63096 | Gai1:RGS12 GoLoco peptide FP, rhodamine, 10 min | Potency, µM (highest dose often 61.6 µM), for inactives: at the top dose activity, negative = inhibition, hits mostly inhibitors | hit rate 0.44% among 230,000 | AID 880; active means well fitted inhibition curve with a large enough effect, not every such curve was filed as active; inactive means no such curve, though single readings can be large or run the other way; further: on the % scale 0 is the no-effect control and ±100 the full control effect; nearly all actives have a fitted effect of over 30% in size; many of its hits are not listed in these tables
# RECQ1 inh = RECQ1 (human) helicase inhibition | P46063 | Potency, µM (highest dose often 57.3 µM), for inactives: at the top dose activity, negative = inhibition, usual class: inhibitors | AID 2549 | hit rate 0.54% among 240,000 | RECQ1 DNA unwinding, red fluorescence kinetic read;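 further: plate controls were vehicle for no effect and no enzyme for full effect; nearly all actives have a fitted effect of over 30% in size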
# Target sequence (P46063 whole entry, looked up): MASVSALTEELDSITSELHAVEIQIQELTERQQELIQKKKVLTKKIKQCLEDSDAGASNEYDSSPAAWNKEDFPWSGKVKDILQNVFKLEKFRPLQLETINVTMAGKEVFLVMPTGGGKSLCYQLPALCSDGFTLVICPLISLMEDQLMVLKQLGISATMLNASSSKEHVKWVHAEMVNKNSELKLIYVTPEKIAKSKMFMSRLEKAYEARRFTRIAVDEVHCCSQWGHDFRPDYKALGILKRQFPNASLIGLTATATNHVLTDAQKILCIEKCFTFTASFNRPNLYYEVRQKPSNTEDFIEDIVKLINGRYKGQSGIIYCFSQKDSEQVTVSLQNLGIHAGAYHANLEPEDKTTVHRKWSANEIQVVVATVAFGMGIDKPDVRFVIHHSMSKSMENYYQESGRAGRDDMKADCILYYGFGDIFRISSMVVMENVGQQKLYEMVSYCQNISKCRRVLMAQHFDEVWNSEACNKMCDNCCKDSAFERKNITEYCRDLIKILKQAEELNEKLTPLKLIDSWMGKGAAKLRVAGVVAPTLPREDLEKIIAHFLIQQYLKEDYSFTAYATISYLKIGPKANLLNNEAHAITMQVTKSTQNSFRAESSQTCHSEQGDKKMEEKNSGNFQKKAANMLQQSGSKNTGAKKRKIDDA
#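 RECQ1T1 50 nM; forked duplex (20 bp + 30-nt ss tails) 200 nM, ATP 2 mM final; pH 8.0, 2 mM MgCl2, 2.5 ug/ml poly(dI-dC); 15 min compound preincubation; discontinuous kinetic read over 2 h at RT.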
# IMPase Li inh = membrane-permeable IMPase blocker, potentiated with lithium | CHO-M1 cells, IP1 TR-FRET (IP-One), carbachol + lithium | Potency, µM (series often up to 59.4 µM), for inactives: at the top dose activity, negative = IMPase inhibition, most hits filed as inhibitors | hit rate 0.35% among 210,000;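 further: IP1 builds up when IMPase is blocked and the TR-FRET signal falls; plate controls were basal vehicle for no effect and high inhibitor control for full effect; nearly all actives have a fitted effect of over 50% in size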
#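 Steps: plate 2000 CHO-M1 cells per well and culture 16–30 h; add compound and lithium; incubate 30 min, 37C; add d2-IP1 tracer and Eu cryptate anti-IP1 antibody in lysis buffer; read after 10 min at room temperature.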
# SMN2 splice enh = increases expression of the SMN2 splice variant. HEK293 SMN2-luciferase splicing reporter, luminescence, 30-36 h. Potency, µM (doses to about 46.1 µM), without a hit: at the top dose activity change, positive = activation, actives largely listed as activators. hit rate 2.8% among 210,000. AID 1458; further: % of control where 0% means no effect; nearly all actives have a fitted effect of over 55% in size
#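 qHTS luciferase splicing reporter: luminescence rises when SMN2 exon 7 is included in transfected HEK293 cells. Compound exposure lasted 30-36 h at 37C, with 4.5 mM final sodium butyrate as control, followed by a ONE-Glo read.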
# Epigenetic reg = derepresses silenced GFP reporter in murine cells | murine LDR cells, GFP reporter derepression, 30 h | Potency, µM (highest dose often 53.9 µM), for inactives: top-dose GFP activation, most hits filed as activators | hit rate 0.2% among 280,000; further: % of control where 0% means no effect; nearly all actives have a fitted effect of over 60% in size
#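 Reporter derepression read as number of fluorescent GFP-positive objects, 20-120 um in size, counted by laser-scanning cytometer. Mouse LDR line with an epigenetically silenced CMV-GFP locus; compound incubation 30 h, 37 C.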
# Luc counter = blocks Kinase-Glo luciferase, a counter-screen artifact | hit rate 0.28% among 200,000 | Potency, µM (top dose mostly 38.3 µM), inactives show at the top dose activity change, negative = inhibition, hits mostly inhibitors | Q27757 | Kinase-Glo luciferase, ATP luminescence, 8 min; further: on the % scale 0 is the no-effect control and ±100 the full control effect; nearly all actives have a fitted effect of over 60% in size
#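 Compounds were added to a substrate mix at pH 7.2 (50 mM imidazole, 10 uM ATP, within the enzyme's linear range), followed by Kinase-Glo detection reagent; luminescence was measured after 8 minutes at ambient temperature.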
# KDM4E inh = inhibitors of human JMJD2E histone demethylase; B2RXH2; hit rate 1.6% among 230,000; AID 2147; Potency, µM (top dose mostly 57.1 µM), for the others: at the highest dose activity change, negative = inhibition, actives largely listed as inhibitors; JMJD2E catalytic domain, FDH-coupled NADH fluorescence (FDH is formaldehyde dehydrogenase); active means well fitted inhibition curve with a large enough effect, not every such curve was filed as active; inconclusive means small, poorly fitted or top-dose-only effect, or another doubt; inactive means no such curve, though single readings can be large or run the other way;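 further: 0% = wells with enzyme and -100% = buffer wells without enzyme; nearly all actives have a fitted effect of over 50% in size; many of its hits are not listed in these tables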
# Target sequence (B2RXH2 1-337 limits assumed): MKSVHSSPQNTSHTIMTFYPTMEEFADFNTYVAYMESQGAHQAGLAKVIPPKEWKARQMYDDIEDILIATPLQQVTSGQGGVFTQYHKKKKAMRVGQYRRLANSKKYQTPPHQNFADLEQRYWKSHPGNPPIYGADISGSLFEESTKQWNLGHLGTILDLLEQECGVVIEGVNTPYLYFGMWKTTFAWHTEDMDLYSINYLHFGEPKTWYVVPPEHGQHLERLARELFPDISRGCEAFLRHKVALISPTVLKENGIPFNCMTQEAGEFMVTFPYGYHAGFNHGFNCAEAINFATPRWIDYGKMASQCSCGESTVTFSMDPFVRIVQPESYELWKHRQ
# NPSR antagonist = antagonists of human neuropeptide S receptor cAMP signaling. Q6W5P4. CHO-NPSR cells, cAMP TR-FRET, antagonist mode. Potency, µM (top dose mostly 38.3 µM), inactives show at the highest dose activity change, negative = inhibition, actives largely listed as inhibitors. hit rate 1% among 220,000; further: on the % scale 0 is the no-effect control and ±100 the full control effect; nearly all actives have a fitted effect of over 50% in size; many of its hits are not listed in these tables
# * hit, by the source's call; i = inactive; u = inconclusive; x = not tested or not shown; & = joins results of further samples; [ ] = remark or other dose. Unless noted, the call rests on the fitted dose curve; in most records, active means well fitted curve in the direction sought with a large enough effect; inconclusive means small, poorly fitted or top-dose-only effect, or another doubt; inactive means no such curve, though single readings can be large; an effect the other way counts as inactive or inconclusive. Potency means the concentration at half of the fitted maximal effect.
SMILES,RGS12 GoLoco inh,RECQ1 inh,IMPase Li inh,SMN2 splice enh,Epigenetic reg,Luc counter,KDM4E inh,NPSR antagonist
CSc1ccc(NC(=O)N2CC=C(n3c(=O)[nH]c4ccccc43)CC2)cc1,-11.6%,13.5%,1.0%,-44.3%[inhibitor],1.9%,1.4%,8.7%,2.8%
O=C(O)CC(NC(=O)C12CC3CC(CC(C3)C1)C2)c1cc([N+](=O)[O-])ccc1Cl (stereo not given),-4.1%,-2.7%,6.0%,-4.5%,-1.4%,-0.2%,-1.4%,-6.8%
Cc1cc([N+](=O)[O-])nn1CC(=O)N1c2ccccc2CC1C (stereo not given),11.0%,-3.6%,-3.2%,-4.9%,1.0%,-1.3%,12.3%,19.8%
Cc1ccc(N2C(=O)/C(=C\c3ccc(C(C)C)cc3)N=C2SC2CCOC2=O)cc1 (stereo not given),-0.4%,-1.1%,6.1%,-28.1%,5.7%,0.0%,-15.6%,-15.4%[46.1 µM]
O=C(Nc1ccccc1)Nc1ccc2ccccc2c1,1.3%,-1.6%,x,x,-1.0%,x,-13.9%,-23.5%
O=C(COC(=O)c1cc(-c2cccs2)nn1-c1ccccc1)Nc1cccc([N+](=O)[O-])c1,10.1%,-10.6%,-4.5%,-11.5%,-0.1%,4.0%,-0.9%,-10.2%
CC1(C)Oc2ccc3ccc(=O)oc3c2/C(=C/NCCO)C1=O,-94.9%,i,-25.5%[38.3 µM],-4.3%,1.1%,-5.9%,-16.4%,-12.2%[46.1 µM]
N#Cc1ccc(CN2CC[C@@]3(CCCN(S(=O)(=O)c4ccccc4)C3)C2)cc1,10.9%,-8.1%,19.0%,-19.6%,x,0.9%,x,x
COc1ccc(Nc2nc(OC)nc(N3CCN(c4ccc(OC)cc4)CC3)n2)cc1,-5.7%,-0.4%,15.4%[38.3 µM],-46.7%[inhibitor],0.0%,-2.5%,-8.2%,-13.2%[46.1 µM]
C/C(=N\N=c1/scc(C)n1Cc1ccco1)c1cccc([N+](=O)[O-])c1,6.1%,-13.7%,12.7%,12.1%,0.0%,3.3%,1.3%,-18.1%[46.1 µM]
O=S(=O)(N[C@@H]1C[C@H]2CC[C@@H]1C2)c1cccs1,7.5%,i,5.6%[38.3 µM],-9.5%,2.9%,-3.8%,-8.7%,-0.6%[46.1 µM]
CN(C)CCCCCNCCCNC(=O)/C=N\O,6.9%,-3.1%,4.9%[38.3 µM],-6.6%,-0.4%,-2.5%,74.9%[activator],4.9%[46.1 µM]

# Entries listed so far containing a thiophene ring, fused or not:
SMILES,RGS12 GoLoco inh,RECQ1 inh,IMPase Li inh,SMN2 splice enh,Epigenetic reg,Luc counter,KDM4E inh,NPSR antagonist
O=C(COC(=O)c1cc(-c2cccs2)nn1-c1ccccc1)Nc1cccc([N+](=O)[O-])c1,10.1%,-10.6%,-4.5%,-11.5%,-0.1%,4.0%,-0.9%,-10.2%
O=S(=O)(N[C@@H]1C[C@H]2CC[C@@H]1C2)c1cccs1,7.5%,i,5.6%[38.3 µM],-9.5%,2.9%,-3.8%,-8.7%,-0.6%[46.1 µM]

# Going on with the list.
SMILES,RGS12 GoLoco inh,RECQ1 inh,IMPase Li inh,SMN2 splice enh,Epigenetic reg,Luc counter,KDM4E inh,NPSR antagonist
CCOc1ccc(Br)cc1-c1noc(-c2cccs2)n1,7.6%,-4.1%,6.5%[38.3 µM],28.5%,0.0%,1.1%,-2.6%,-17.2%[46.1 µM]
CCOC(=O)c1cc(-c2ccc(C)o2)nn1CCC#N,-15.1%,-1.5%,-33.1%[38.3 µM],-1.9%,0.0%,-3.0%,0.9%,5.2%[46.1 µM]
O=C(CSc1ncnc2c1nnn2-c1ccc(F)cc1)NCc1ccco1,-5.9%,-6.9%,9.2%,-10.4%,0.0%,0.3%,-8.6%,-9.0%
CCC1(CC)C(=O)C(C)(C)C(=O)OC1c1ccccn1 (stereo not given),-0.1%,i,18.4%[38.3 µM],u,-0.9%,0.4%,2.0%,-9.4%[46.1 µM]
C#C[C@@]1(O)CC[C@@H]2[C@@H]3CCC4=CC(=O)CC[C@@H]4[C@H]3CC[C@]21C,6.4%[21.6 µM],-9.0%[25.9 µM],1.3%,2.4%[20.6 µM],0.0%[16.9 µM],3.6%[17.1 µM],1.3%[25.5 µM],x
Cc1[nH]c2ccccc2c1CCN(Cc1cccnc1)C(=S)Nc1ccc(F)cc1,7.4%,-2.2%,9.9%,-27.4%,-4.7%,-1.0%,9.8%,7.94µM*
Cc1cc2cc(CN(CC3CCCO3)C(=O)c3cnccn3)c(=O)[nH]c2cc1C (stereo not given),-4.1%,-7.3%,14.3%[38.3 µM],4.0%,-4.2%,-3.8%,-18.4%,-2.5%[46.1 µM]
CCOc1cc2c(cc1OCC)C(C(=O)O)C(c1ccc(OC)c(O)c1)N(C)C2=O (stereo not given),8.0%,i,7.2%[38.3 µM],11.5%,-0.3%,-1.1%,-1.7%,-8.0%[46.1 µM]
CCC(C(=O)Nc1nc(C)cs1)c1ccccc1 (stereo not given),8.3%,-1.6%,27.3%[38.3 µM],-11.0%,-1.1%,-3.9%,0.3%,-11.0%[46.1 µM]
CCOCCCNC(=O)/C(C#N)=C/c1ccc(-c2ccc(S(=O)(=O)N3CCOCC3)cc2)o1,103.9%[activator],-5.3%,3.5%,-21.6%,-1.9%,0.2%,u,-19.4%
COc1ccc([N+](=O)[O-])cc1NC(=O)c1cn(-c2ccc(Cl)cc2)c(=O)c2ccccc12,-5.7%,-5.5%,0.4%,-38.5%[inhibitor],-1.8%,0.2%,0.0%,3.9%
COCCNC(=O)/C(C#N)=C/c1nc(N(C)C)n(-c2ccc(F)cc2)c1Cl,-2.7%,i,0.6%,3.7%,0.0%,0.0%,-4.0%,-14.3%
CC(C)/C(=N/Nc1ccccc1[N+](=O)[O-])c1ccccc1,-5.5%,i,28.8%,-11.5%,-1.5%,-0.4%,2.5%,u
CC(=O)Nc1ccc(NC(=O)CSc2ccccn2)cc1,1.6%,11.1%,-4.6%,-4.1%,-1.8%,4.2%,3.8%,12.3%
CCN(CC)CCCCCCCCOC(=O)c1cc(OC)c(OC)c(OC)c1,-1.8%&1.1%&7.4%,-4.1%&16.9%&19.2%,11.4%&24.0%&32.4%,21.6%&27.0%&-2.6%,-0.1%&0.0%&0.8%,-1.7%,-0.7%,3.6%[46.1 µM]
Cc1c(C(=S)Nc2ccccc2)cnn1-c1ccc([N+](=O)[O-])cc1,9.2%,i,-0.3%,-7.9%,1.1%,3.5%,-0.6%,-20.7%
COc1ccc(NC(=O)CCSc2ccc3ccccc3n2)cc1,1.2%,-16.8%,-14.5%,-5.1%,-1.1%,4.4%,4.3%,-17.2%
COc1ccccc1/C=C\C=N\n1c(-c2ccc(Cl)cc2Cl)n[nH]c1=S,1.0%,-13.4%,5.8%,-0.1%,-1.3%,-1.0%,0.8%,-6.6%
COc1cc(OC)cc(-c2nnc(SCc3cccnc3)o2)c1,2.2%,0.6%,4.8%[38.3 µM],-2.8%,0.2%,-6.5%,-5.5%,-32.4%[46.1 µM]
CCN(CC)C(=O)C(=O)Nc1cc(C(F)(F)F)ccc1Cl,5.9%,i,17.6%[38.3 µM],-8.9%,-0.6%,-0.9%,0.3%,5.3%[46.1 µM]
COc1ccc(CNc2nc3nc(C)c(Cl)c(C)n3n2)cc1,7.2%,i,x,x,0.1%,x,u,1.6%
Cc1cc(-c2ccc(N=Nc3ccc4c(S(=O)(=O)O)cc(S(=O)(=O)O)c(N)c4c3O)c(C)c2)ccc1N=Nc1ccc2c(S(=O)(=O)O)cc(S(=O)(=O)O)c(N)c2c1O,28.6%,8.91µM*,271.8%[activator],x,-1.1%,10µM*,u,x
Cc1ccc(NC(=S)NC(NC(=O)c2ccccc2C)C(Cl)(Cl)Cl)c(C)c1 (stereo not given),279.4%[activator],-2.3%,17.3%[38.3 µM],-3.3%,-3.0%,3.6%,0.0%,u
C=C(C)c1cccc(C(C)(C)NC(=O)Nc2ccccc2OCC)c1,12.7%,-13.2%,-0.1%,6.5%,-1.3%,-2.9%,-0.7%,-8.2%
COc1cccc(Oc2ccc(C(F)(F)F)cc2N)c1,-5.8%,-1.4%,-0.6%,-14.3%[1.84 µM],-0.9%,-2.9%,0.3%,u
CCOC(=O)c1c(O)c2ccccc2n(CC)c1=O,1.5%,-12.1%,-13.9%,15.4%,1.3%,-0.7%,u,8.0%
CC(=O)OCCOCn1cnn2c(=O)c(Br)c(C)nc12,7.1%,-5.3%,x,x,-0.4%,x,5.4%,6.7%
Cc1ccc(NC(=O)COC(=O)c2cccnc2)cc1,9.6%,-0.9%,-4.7%,-5.8%,0.0%,-1.0%,1.9%,19.2%
COc1ccc(CNC(=O)CCS(=O)(=O)Cc2ccc(C)cc2)c(OC)c1,-7.2%,-9.3%,7.8%,-29.2%,0.0%,11.1%,-3.0%,12.8%
Cc1cc(C)nc(NCC(O)COc2ccccc2C)n1 (stereo not given),3.5%,-10.6%,-3.4%[38.3 µM],-3.2%,-5.4%,-4.5%,4.9%,u
Cc1nccc(-c2cccc(NC(=O)c3ccccc3Cl)c2)n1,1.5%,-0.3%,x,x,-1.4%,x,2.8%,3.4%[7.67 µM]
CCOc1nc2ccccc2cc1/C=C/C(=O)O,6.0%,-3.0%,18.0%,22.0%,0.5%,4.6%,u,0.0%
COC(=O)c1ccc2c(c1)NC1=C(C(=O)CC(C)(C)C1)C(c1ccncc1)N2 (stereo not given),4.4%,1.4%,11.7%,u,-8.4%,-0.4%,5.6%,10.3%
COc1ccc(Cc2noc(CN3CCCC(C(=O)c4cccs4)C3)n2)cc1OC (stereo not given),11.1%,-4.8%,x,x,-3.1%,x,7.3%,10.3%
CCOc1cc(N2CCOCC2)c(OCC)cc1NC(=O)Cn1cnc2c(=O)n(C)c(=O)n(C)c21,4.4%,-9.7%,3.1%,7.0%,-0.4%,1.9%,8.7%,6.7%
CC1SCC(=O)N(CC(=O)NCCc2ccccc2)C1=O (stereo not given),2.1%,-2.1%,-2.5%,13.3%,1.2%,1.2%,0.7%,3.9%
COc1ccc(-c2c(C(C)=O)c(C)n(C)c2C)cc1,4.0%,-1.7%,-2.1%,1.1%,u,0.3%,2.4%,11.5%

# Not all compounds are listed; the hit share may differ from the screen's.
